# KCNK9 inh: inhibitors of human KCNK9 two-pore domain potassium channel | AID 488922 | B-score at 10 µM | 310,000 compounds, 1.2% hits | HEK293 KCNK9, FluxOR thallium flux fluorescence; hits give low values;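 active = ratio B-score over 3 SD below the library mean, with starting fluorescence within 5 SD of its mean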;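 note: negative B-score means less thallium flux so channel inhibition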
# RGS4 block: inhibitors of human RGS4 | HEK293 M3R/RGS4 inducible, Fluo-4 calcium flux; hits give high values; triggered by carbachol at its EC20 | B-score at 10 µM | 310,000 compounds, 0.45% hits | P49798;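 active = B-score, a plate-corrected calcium signal, over three deviations above library mean, with baseline fluorescence within five deviations of library mean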;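 note: RGS4 expression induced by doxycycline in cells with stable M3 receptor; B-score is computed from the integrated fluorescence ratio over baseline after carbachol; higher B-score means a larger calcium signal and so more RGS4 inhibition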
# Target sequence (P49798 whole entry, looked up): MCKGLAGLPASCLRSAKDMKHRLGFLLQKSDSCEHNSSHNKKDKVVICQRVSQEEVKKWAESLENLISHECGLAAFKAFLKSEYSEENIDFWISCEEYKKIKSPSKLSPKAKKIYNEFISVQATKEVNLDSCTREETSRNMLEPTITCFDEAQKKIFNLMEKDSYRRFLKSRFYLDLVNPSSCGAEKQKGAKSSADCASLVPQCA
# hERG rescue: shields human hERG channel from block by proarrhythmic agents | Q12809 | 310,000 compounds, 0.51% hits | activation (rescue from dofetilide block), less the hit threshold, % at 10 µM | CHO-hERG, FluxOR thallium flux, dofetilide IC70 present | AID 1511;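 active = activation above the mean of controls blocked by dofetilide plus 5 SD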;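 note: thallium influx through hERG after potassium depolarization seen as dye fluorescence rise; in these data hits start at about 4.7%; inactives centre near -7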
# TMEM16A act: activates or potentiates the mouse TMEM16A chloride channel. HEK293 TMEM16A/YFP-H148Q/I152L, iodide quench fluorescence; hits give low values. B-score at 10 µM. 340,000 compounds, 0.3% hits. AID 623877;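 active = fluorescence-ratio B-score plate-corrected deviation score at least 3 library SD below zero, with starting fluorescence score within 5 deviations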;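 note: channel opened by trigger with iodide after compound preincubation; score built on the fluorescence ratio of max minus min over baseline; more negative score means more quench and so TMEM16A activation or potentiation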
# SKKanGAS inh: inhibitors of SKKanGAS S. pyogenes growth in kanamycin (SK-promoter or general growth effect); BacTiter-Glo, 6 h; inhibition, % at 7.5 µM; 300,000 compounds, 1.3% hits;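 active = mean replicate score, as percent of positive control median, at least 50; inconclusive = mean below 50 but one replicate at or above 50; inactive = mean and every replicate below 50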;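 note: strain carries kanamycin resistance gene driven by streptokinase promoter and grows in 40 µg/ml kanamycin; loss of luminescence reflects streptokinase promoter inhibition or plain growth inhibition; 0% = median of DMSO wells and 100% = positive control at its reference dose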
# HDAC3 inhib: inhibitors of human histone deacetylase 3; recombinant HDAC3, fluorogenic peptide/trypsin coupled, fluorescence; inhibition, % at 8.3 µM; 320,000 compounds, 0.15% hits; AID 2718; in the data active = inhibition above about 26%, passing the limit was not always enough; inconclusive = no clear call, values can overlap the other calls
# Target sequence (O15379 whole entry, looked up): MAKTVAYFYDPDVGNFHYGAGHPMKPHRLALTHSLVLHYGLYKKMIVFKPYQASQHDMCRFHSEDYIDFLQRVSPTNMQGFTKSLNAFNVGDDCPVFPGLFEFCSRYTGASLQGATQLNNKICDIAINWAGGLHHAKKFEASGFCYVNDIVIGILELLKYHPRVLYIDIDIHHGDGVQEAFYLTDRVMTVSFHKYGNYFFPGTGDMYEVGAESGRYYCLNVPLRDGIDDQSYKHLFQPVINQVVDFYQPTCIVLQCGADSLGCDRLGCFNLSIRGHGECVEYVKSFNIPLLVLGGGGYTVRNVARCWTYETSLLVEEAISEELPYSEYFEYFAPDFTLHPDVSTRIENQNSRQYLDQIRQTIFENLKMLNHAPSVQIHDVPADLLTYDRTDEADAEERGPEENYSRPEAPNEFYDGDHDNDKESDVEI
# KCNK3 block: human KCNK3 channel inhibition, primary screen | O14649 | CHO-KCNK3 thallium flux, FluxOR fluorescence; hits give low values | B-score at 10 µM | 340,000 compounds, 0.84% hits | AID 602410;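 active = B-score under library mean minus 4 SD, starting fluorescence ratio at most library mean plus 5 SD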;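 note: more negative B-score means stronger inhibition of thallium flux through KCNK3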
# Target sequence (O14649 whole entry, looked up): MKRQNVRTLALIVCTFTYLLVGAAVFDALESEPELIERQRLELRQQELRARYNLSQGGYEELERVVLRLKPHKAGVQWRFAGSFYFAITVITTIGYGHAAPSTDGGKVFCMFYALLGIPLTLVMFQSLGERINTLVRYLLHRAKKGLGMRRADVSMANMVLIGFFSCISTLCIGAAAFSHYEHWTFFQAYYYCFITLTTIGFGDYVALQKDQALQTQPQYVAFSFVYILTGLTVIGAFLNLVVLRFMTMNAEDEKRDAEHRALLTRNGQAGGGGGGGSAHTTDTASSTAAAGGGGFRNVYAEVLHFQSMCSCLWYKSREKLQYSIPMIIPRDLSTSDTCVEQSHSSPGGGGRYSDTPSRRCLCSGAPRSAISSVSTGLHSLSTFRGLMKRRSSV
# KCNQ1 act: potentiates or activates the human KCNQ1 potassium channel; 310,000 compounds, 0.35% hits; AID 2648; P51787; CHO-K1 KCNQ1, thallium flux FluxOR fluorescence; hits give high values; B-score at 10 µM;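 active = fluorescence ratio B-score, a plate-corrected score, at least three library SD, with initial intensity B-score within 5 SD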
#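 Doses: Single concentration per compound, DMSO matched to controls | Test system: KCNQ1-transfected CHO-K1 cells | Timing: 90 min dye loading and 20 min compound exposure, both at room temperature | Measured by: Kinetic FluxOR thallium fluorescence, 10-s 1-Hz baseline, 110-s post-stimulus read | Medium: Assay buffer with matched DMSO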
# TMEM16A inh: inhibitors of mouse TMEM16A calcium-activated chloride channel. normalized B-score (activity score, 25-100; higher = stronger inhibition) at 10 µM. 310,000 compounds, 1.2% hits. Q8BHY3. HEK293 TMEM16A/YFP iodide influx fluorescence, ionomycin. AID 588511;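 active = ratio plate-corrected score three or more library SD toward inhibition, starting fluorescence score within five deviations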;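 note: score derived from kinetic fluorescence span divided by baseline fluorescence per well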
# KCNQ1 block: human KCNQ1 channel inhibition; CHO-K1 KCNQ1, FluxOR thallium flux fluorescence; hits give high values; B-score at 10 µM; 310,000 compounds, 1.3% hits; AID 2642;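 active = compounds whose thallium flux B-score, printed positive for inhibition, exceeds three library SD while starting fluorescence stays within three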;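 note: channel opened by potassium depolarization with thallium stimulus after 20 min compound exposure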
# RGS4 act: potentiators or activators of RGS4; 310,000 compounds, 0.92% hits; HEK293 M3R/inducible RGS4, carbachol calcium flux Fluo4; hits give low values; B-score at 10 µM;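 active = B-score of the integrated calcium signal more than 4 SD below the library mean, with starting fluorescence not abnormally high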;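 note: negative B-score means reduced calcium response which marks RGS4 activation or potentiation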
#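 Assay system: HEK293 FlpIn-TREx cells, stable M3R, doxycycline-inducible RGS4 / Probe or stimulus: carbachol, ECmax concentration / Times: overnight RGS4 induction, 30 min dye load 37 °C, 20 min compound RT / Signal: kinetic calcium fluorescence imaging with Fluo4-AM dye, 2 µM / Measure: Agonist-evoked peak-minus-minimum fluorescence over baseline, integrated ratio, B score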
# The depositor's hits bear a star; i = inactive; u = inconclusive; x = not tested or not shown. No enrichment for hits; about 6.3% have a hit in one of these screens.
Molecule	KCNK9 inh	RGS4 block	hERG rescue	TMEM16A act	SKKanGAS inh	HDAC3 inhib	KCNK3 block	KCNQ1 act	TMEM16A inh	KCNQ1 block	RGS4 act
CC(C)N1CCC(N2CCN(C3CCCCCC3)CC2CCO)CC1 (stereo not given)	i	i	-10	i	-11	1	i	i	i	i	i
COc1ccc(CCN(C)Cc2cccc3ccccc23)cc1OC	i	i	-11	i	0	2	i	i	i	i	i
CCCn1c(CN2CCCCC2CC)nc2c1c(=O)n(C)c(=O)n2C (stereo not given)	i	i	-14	i	-3	x	i	i	i	i	i
COc1cccc(-n2cc(CN(C)Cc3nc(Cc4ccccc4)no3)cn2)c1	i	i	-9	i	8	-3	i	i	i	i	i
CO/N=C(\Cn1ncc(NC2CCCCC2)c(Br)c1=O)c1ccc(Cl)cc1	i	i	-11	i	-5	6	i	i	i	i	i
CC(C(=O)NC(=O)NC1CCCCC1)N1CCN(C(c2ccccc2)c2ccccc2)CC1 (stereo not given)	i	i	-14	i	15	6	i	i	i	i	i
CC1CN(C(=O)c2ccc(C(=O)c3ccccc3)cc2)CC(C)O1 (stereo not given)	i	i	-4	i	1	4	i	i	i	i	i
CCOC(=O)c1sc2nc(CC(=O)OC)nc(N3CCN(c4ccc(OC)cc4)CC3)c2c1C	i	i	-3	i	18	-1	i	i	i	i	i
CCOC(=O)c1c(C)c(C(=O)Nc2ccc(F)cc2)c(C)n1C	i	i	-13	i	2	6	i	i	i	i	i
O=C(CCC(=O)N(c1ccc(F)cc1)C(C(=O)NC1CCCC1)c1ccncc1)Nc1cccnc1 (stereo not given)	i	i	-8	i	-5	2	i	i	i	i	i
CCOC(=O)c1ccc(-c2csc(NC(=O)CN3CCC(C)CC3)n2)cc1	i	i	-5	i	19	-2	i	i	i	i	i
O=C(O)CCn1c(=S)n(CCC(=O)O)c2ccccc21	i	i	-5	i	-2	3	i	i	i	i	i
CCN(CCCNC(=O)c1c(C)cc(=O)oc1C)c1ccccc1	i	i	-10	i	-9	-2	i	i	25*	i	i
O=C(OCC(=O)N1CCN(C(=O)c2ccco2)CC1)c1cc(-c2ccc(Cl)c(Cl)c2Cl)nc2ccccc12	i	i	-13	i	-6	2	i	i	i	i	i
O=C(NCCN1CCCC1)c1ccc(Br)cc1	i	i	1	i	1	-10	i	i	i	i	i
COCCN1Cc2cccc(C(=O)Nc3ccc(C)c(C)c3)c2C1=O	i	i	-4	i	26	-4	i	i	i	i	i
CC(=O)N1CCN(C2=NC(=O)/C(=C\c3cccs3)S2)CC1	i	i	-10	i	20	2	i	i	i	i	i
CCOC(=O)C1=C(CSc2nc(-c3ccccc3)ccc2C#N)OC(N)=C(C#N)C1c1cccnc1 (stereo not given)	-18*	i	-11	i	13	1	-17*	i	i	i	i
CSC1=N/C(=C\c2ccccc2)C(=O)N1C	i	i	-9	i	-2	3	i	i	i	i	i
Cc1cc(C)n(Cc2ccc(NC(=O)c3c([N+](=O)[O-])c(C)nn3C)cc2)n1	i	i	-6	i	9	-5	i	i	i	i	i
CCOC(=O)c1ccc(NC(=O)c2nc[nH]c2C(=O)N[C@@H](CC(C)C)C(=O)OC(C)(C)C)cc1	i	i	-9	i	21	4	i	i	i	i	i
CCC(C)NC(=O)C1c2ccccc2C(=O)N1Cc1ccccc1OC (stereo not given)	i	i	-9	i	-5	-1	i	i	i	i	i
COc1ccc(N(C(=O)c2snc(C(N)=O)c2N)C(C(=O)NC2CCCC2)c2ccc(OC)c(OC)c2)cc1 (stereo not given)	i	i	-9	i	9	-2	i	i	i	i	i
COc1ccc(C=Nc2ccc3[nH]ncc3c2)c(O)c1	i	i	-8	i	0	-10	i	i	i	i	i
CCN(CC)S(=O)(=O)c1ccc(C(=O)NCc2ccc3[nH]c4c(c3c2)CCCC4)cc1	i	i	-14	i	4	8	i	i	i	i	i
C=CCOC(=O)C1=C[C@H](c2csc3ccccc23)[C@@H](CCCO)[C@H](OCC)O1	i	i	-2	i	0	15	i	i	i	i	i
C/C(CC(=O)Nc1cc(C)ccn1)=N\NC(=O)COc1cccc(C)c1	i	i	-7	x	1	x	x	i	x	i	i
COCCNC(=O)CN(c1cc(Cl)ccc1OC)S(C)(=O)=O	i	i	-1	i	-7	-6	i	i	i	i	i
CCn1cc(/C=N/N=C2\CCC3C4CCc5cc(O)ccc5C4CC[C@]23C)c(C)n1 (stereo not given in full)	i	i	-8	i	22	11	i	i	i	i	i
Cc1ccccc1C(=O)N1CC(=O)Nc2ccc(F)cc2C1c1ccc(F)cc1 (stereo not given)	i	i	-3	i	8	1	i	i	i	i	i
Cc1ccc(OCc2nnc(SCC(=O)c3ccccc3)n2Cc2ccco2)cc1	i	i	-8	i	14	6	i	i	i	i	i
O=[N+]([O-])c1cccc(/C=N/NS(=O)(=O)c2ccccc2)c1	i	i	-5	i	6	4	i	i	i	i	i
COc1cc(/C=C2\SC(=S)N(NC(=O)c3cccnc3)C2=O)ccc1O	i	i	-9	i	6	16	i	i	i	i	i
Cc1ccccc1N1CCN(CCC(=O)Nc2ccc(F)cc2)CC1	i	i	-14	i	-4	-1	i	i	i	i	i
Cc1cc(C(=O)CSc2nc3ccccc3[nH]2)c(C)n1Cc1ccco1	i	i	-12	i	-17	-4	i	i	i	i	i
COc1ccccc1CNC(=O)CN1C(=O)COc2ccc(S(=O)(=O)NC3CCCC3)cc21	i	i	-4	i	-9	6	i	i	i	i	i
CCC(CC)C(=O)Nc1ccc(Nc2ccccc2)cc1	i	i	-9	i	0	u	i	i	i	i	i
CN(C)c1nc(SCC#N)nc(N(C)C)n1	i	i	-21	i	-13	-4	i	i	i	i	i
CC(C)(C)c1ccc(-c2nnc(SCC(=O)c3ccc4c(c3)OCCO4)o2)cc1	i	i	-5	i	11	-1	i	i	100*	i	i
Oc1[nH]c2ccc(Br)cc2c1N=Nc1ccc(F)cc1	i	i	-9	i	15	0	i	i	i	i	i
CO[C@@]1(NC(=O)CSCC#N)C(=O)N2C(C(=O)O)=C(CSc3nnnn3C)CS[C@@H]21	i	i	-5	i	-4	1	i	i	i	i	i
Cc1nc(-c2ccc(C(=O)N3CCCC3)cc2)cs1	i	i	-19	i	7	-8	i	i	i	i	i
COc1cccc(N2C(=O)Nc3ccccc3C2(O)C(=O)NCc2ccc3c(c2)OCO3)c1 (stereo not given)	i	i	-12	i	-9	-3	i	i	i	i	i
COc1ccc(C(CC(=O)O)NC(=O)c2ccccc2)cc1OC (stereo not given)	i	i	-5	i	-1	-8	i	i	i	i	i
COc1ccc(C2c3ccc(O)cc3Oc3ncn4nc(-c5ccco5)nc4c32)cc1OC (stereo not given)	i	i	-7	i	21	6	i	i	i	i	i
COc1ccc(CCNC(=O)COc2ccc(S(=O)(=O)NC3CCCCC3)cc2Cl)cc1OC	i	i	-8	i	7	4	i	i	i	i	i
COc1ccccc1C1C(C#N)=C(N)N(c2cccnc2)C2=C1C(=O)CC(C)(C)C2 (stereo not given)	i	i	-2	i	-2	3	i	i	i	i	i
CCOCCCNS(=O)(=O)c1cc(Br)cc2c1N(C(=O)C1CC1)CC2	i	i	-3	i	2	1	i	i	i	i	i
O=C(NCCN1CCOCC1)Nc1ccc(F)cc1	i	i	-9	i	2	x	i	i	i	i	i
COc1ccc(N2C(=O)C3CCCN3C2c2cccc(C)c2)cc1 (stereo not given)	i	i	-9	i	-1	-1	i	i	i	i	i
CCCCCC(=O)Nc1cccc(C2=NOC3(C2)C[C@H](C(N)=O)N(C(=O)CCCCC)C3)c1 (stereo not given in full)	i	i	-6	i	3	1	i	i	i	i	i
COc1ccc(CCNC(=O)c2cc(=O)[nH]c3ccccc23)cc1	i	i	-9	i	0	-17	i	i	i	i	i
Cc1cc2nc3c(=O)n(Cc4ccccc4)c(=O)[nH]c3nc2cc1N	i	i	-12	i	12	0	i	i	i	8*	i
COC(=O)c1ccc(/C=N\NC(=O)c2ccc(C)cc2Cl)cc1	i	i	-1	i	-6	10	i	i	i	i	i
CCOC(=O)C(NS(=O)(=O)c1ccc(C)cc1)(C(F)(F)F)P(=O)(OCC(C)C)OCC(C)C (stereo not given)	i	i	-5	i	24	-9	i	i	i	i	i
CCc1nn(-c2ccccc2)c2c1-c1cc(OC)c(OC)cc1C1(N2)C(=O)Nc2ccccc21 (stereo not given)	i	i	-15	i	22	10	i	i	i	i	i
Cn1c(CNC(=O)c2ccc(Cl)cc2)nnc1SCC(=O)N1CCOCC1	i	i	-5	i	-2	4	i	i	i	i	i
COC(=O)CN=Cc1c(C)[nH]n(-c2ccccc2)c1=O	i	i	-9	i	1	-9	i	i	i	i	i
Cn1c(C(=O)N2CCN(c3ccccn3)CC2)cc2ccccc21	i	i	-2	i	-3	-8	i	i	i	i	i
COc1cccc(C(=O)N2CCCC(CCC(=O)NCc3ccc(F)c(F)c3)C2)c1 (stereo not given)	i	i	-8	i	0	-2	i	i	i	i	i

# (further entries)
Molecule	KCNK9 inh	RGS4 block	hERG rescue	TMEM16A act	SKKanGAS inh	HDAC3 inhib	KCNK3 block	KCNQ1 act	TMEM16A inh	KCNQ1 block	RGS4 act
COc1ccc(C2C(C(=O)Nc3cccnc3)=C(C)Nc3nc(-c4cccs4)nn32)cc1 (stereo not given)	i	i	-13	i	7	16	i	i	i	i	i
Cc1ccc(O/C=C2\OC(=O)c3ccccc32)cc1	i	i	-10	i	-6	-6	i	i	i	i	i
CC(=O)Nc1ccc(CN2CCCCCC2)cc1	i	i	-7	i	0	-3	i	i	i	i	i
CC(NC(=S)NCc1ccccc1)C12CC3CC(CC(C3)C1)C2 (stereo not given)	i	i	-16	i	30	0	i	i	i	i	i
Cc1ccc(NS(=O)(=O)c2ccc(N/N=C/c3ccccc3OCC(=O)O)c([N+](=O)[O-])c2)c(C)c1	i	i	-6	i	18	-1	i	i	i	i	i
